High-throughput results (PubChem)
TDP1 cell CPT: growth inhibition of DT40 Tdp1-/-;hTDP1 cells with camptothecin (screen for TDP1 inhibitors); chicken DT40 Tdp1-/-;hTDP1 cells + 20 nM CPT, ATP luminescence, 48 h; Potency, µM (doses to about 46.2 µM), for the others: top-dose activity change, negative = growth inhibition, actives largely listed as inhibitors; actives 12% (n = 420,000); AID 686979; note: nearly all actives have a fitted effect of over 55% in size
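Chicken DT40 Tdp1-/- cells stably complemented with human TDP1 were seeded at 400 cells/well in medium containing 20 nM camptothecin, exposed to pin-transferred compounds, and grown at 37 °C for at least 48 hr. Viability was read as ATP luminescence.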
DT40 TDP1 no CPT: qHTS for Inhibitors of human tyrosyl-DNA phosphodiesterase 1 (TDP1): qHTS in cells in absence of CPT | DT40 Tdp1-/- hTDP1 cells, no CPT, ATP luminescence, 48 h | Potency, µM (highest dose often 46.2 µM), for inactives: top-dose activity change, negative = growth inhibition, usual class: inhibitors | actives 15% (n = 420,000); note: nearly all actives have a fitted effect of over 55% in size
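Growth kinetics read by CellTiter-Glo luminescence after ≥48 hr at 37 °C. Cells: DT40 Tdp1-/- stably carrying human TDP1, 400 per well, compound exposure in the absence of CPT (DMSO vehicle).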
TDP1 inh: inhibitors of human tyrosyl-DNA phosphodiesterase TDP1 | Q9NUW8 | Potency, µM (doses to about 130 µM), for inactives: at the top dose activity change, negative = inhibition, usual class: inhibitors | recombinant TDP1, AlphaScreen DNA substrate cleavage | AID 485290 | actives 0.28% (n = 350,000); note: nearly all actives have a fitted effect of over 40% in size
Target sequence (Q9NUW8 whole entry, looked up): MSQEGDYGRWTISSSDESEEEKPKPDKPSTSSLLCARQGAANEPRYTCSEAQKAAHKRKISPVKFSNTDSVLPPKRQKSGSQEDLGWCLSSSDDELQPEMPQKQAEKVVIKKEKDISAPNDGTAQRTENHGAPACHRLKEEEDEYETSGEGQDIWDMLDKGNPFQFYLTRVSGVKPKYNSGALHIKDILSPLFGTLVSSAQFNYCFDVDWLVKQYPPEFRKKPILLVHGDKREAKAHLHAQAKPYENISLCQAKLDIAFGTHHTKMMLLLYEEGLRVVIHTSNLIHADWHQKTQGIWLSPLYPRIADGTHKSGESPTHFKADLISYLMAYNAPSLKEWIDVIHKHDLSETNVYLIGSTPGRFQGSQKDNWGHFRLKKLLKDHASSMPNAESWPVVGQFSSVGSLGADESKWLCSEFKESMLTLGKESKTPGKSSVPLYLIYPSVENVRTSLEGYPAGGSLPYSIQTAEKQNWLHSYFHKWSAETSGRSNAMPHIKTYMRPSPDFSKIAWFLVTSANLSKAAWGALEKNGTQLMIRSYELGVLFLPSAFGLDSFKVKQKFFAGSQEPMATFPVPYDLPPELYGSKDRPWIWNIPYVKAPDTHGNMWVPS
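AlphaScreen read-out: signal falls as enzyme removes the 3' tyrosine-FITC from a 5'-biotinylated DNA oligo (15 nM, 5 min, RT). Enzyme was E. coli-made recombinant Tdp1 at 1 nM, exposed to compound for 15 min beforehand; beads 10 ug/ml, 10 min.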
An asterisk follows results filed as active; ? = inconclusive; / = not tested or not shown; & = joins results of further samples; [ ] = dose if it differs, or a comment. Calls come from the whole dose curve; as a rule, active = well fitted curve in the direction sought with a large enough effect; inconclusive = small, poorly fitted or top-dose-only effect, or another doubt; inactive = no such curve, though single readings can be large; an effect the other way counts as inactive or inconclusive. % is set by controls: 0 for no effect and ±100 for the full control effect; potency is the fitted concentration of half-maximal effect.

Start of the data: the first two entries as a preview:
SMILES | TDP1 cell CPT | DT40 TDP1 no CPT | TDP1 inh
O=C(C1CCC(CNc2c(N3CCCCC3)c(=O)c2=O)CC1)N1CCN(C2CCCCC2)CC1 (configuration not stated) | 0% | 9% | -2%
CC(C)c1ccccc1NC(=O)C1CC(=O)N(C2CCCC2)C1 (configuration not stated) | -17% | 27% | 6%

The list itself, previewed entries included:
SMILES | TDP1 cell CPT | DT40 TDP1 no CPT | TDP1 inh
O=C(C1CCC(CNc2c(N3CCCCC3)c(=O)c2=O)CC1)N1CCN(C2CCCCC2)CC1 (configuration not stated) | 0% | 9% | -2%
CC(C)c1ccccc1NC(=O)C1CC(=O)N(C2CCCC2)C1 (configuration not stated) | -17% | 27% | 6%
Cc1ccc(NC(=O)C(=O)NNC(=O)c2cccs2)cc1 | ? | ? | 0%
COc1ccccc1/C=N\Nc1ccccc1[N+](=O)[O-] | -4% | -18% | /
C=CCn1c(CCCNC(=O)c2ccccc2OC)nc2ccccc21 | ? | ? | 1%
CCC(Sc1nnc2c(n1)[nH]c1ccccc12)C(=O)Nc1nnc(C(C)C)s1 (configuration not stated) | ? | ? | 0%
Cc1cc(C(=O)c2ccccc2)c(NC(=O)CCl)s1 | 9.2µM* | 23µM* | 5%
O=C(CO/N=C/c1c(Cl)cccc1Cl)NNC(=O)c1cccc(Cl)c1 | -13% | -29% | -1%
CCCCCCN1CCN(C2CN(Cc3cn(Cc4cccc(C(F)(F)F)c4)nn3)S(=O)(=O)C2)CC1 (configuration not stated) | ? | ? | /
CCOC(=O)C(CCCCOc1cccc(CC)c1)C(=O)OCC | -6% | -1% | -13%
O=C(CCCn1c2ccccc2c(=O)c2ccccc21)Nc1cccc(Cl)c1 | ? | 16µM* | 0%[12.3 µM]
CN(C(=O)c1ccc2c(Cl)c3c(nc2c1)CCC3)c1ccccc1 | ? | ? | -1%
COc1ccccc1C(=O)Nc1ccc(OCC(=O)N2C(C)CCCC2C)cc1 (configuration not stated) | -14% | ? | 0%
N#CCCN(C(=O)COC(=O)COc1ccccc1Cc1ccccc1)c1ccccc1 | -29% | -15% | 0%
Cc1ccc(F)c(S(=O)(=O)NC(=O)C2(C)CCN2C(=O)c2ccc(C3CCCCC3)cc2)c1 (configuration not stated) | -21% | ? | /
O=C(CNS(=O)(=O)c1ccc([N+](=O)[O-])cc1)N/N=C/c1ccc(O)cc1O | ? | ? | /
COc1ccccc1CNC(=O)CN1C(=O)CCc2cc(S(=O)(=O)N3CCOCC3)ccc21 | -15% | -5% | 6%
FC(F)(F)c1ccccc1-c1nccc(-n2ccnc2)n1 | ? | -13% | /
O=C(O)C1=C(C(=O)O)C2CCC1C2 | 0% | 7% | /
COc1ccc(C(=O)CN2C(=O)NC3(CCCCCC3)C2=O)cc1 | -2% | -28% | /
CCc1ccc(NC(=O)c2cnn3ccccc23)cc1 | 4% | -23% | 3%
CCCNC(=O)c1ccc(N2CCC3(CC2)CC(c2ccccc2)=NO3)c(NC(=O)c2ccc(Br)cc2)c1 | ? | -16% | /
CCCCCc1nc2c(C#N)c(-c3ccc(Cl)cc3)ccn2n1 | -26% | -22% | 0%
C1CCCCCC2(CCCCC1)OCC(CN1CCOCC1)O2 (configuration not stated) | ? | 23µM* | 4%
COc1ccc(/C=N/N2CCOCC2)cc1Cn1nc(C)c([N+](=O)[O-])c1C | -20% | ? | 5%

One compound at a time (already shown). Order of values: TDP1 cell CPT | DT40 TDP1 no CPT | TDP1 inh
Record of COc1ccccc1C(=O)Nc1ccc(OCC(=O)N2C(C)CCCC2C)cc1 (configuration not stated) → -14% | ? | 0%
Record of CCc1ccc(NC(=O)c2cnn3ccccc23)cc1 → 4% | -23% | 3%
Record of N#CCCN(C(=O)COC(=O)COc1ccccc1Cc1ccccc1)c1ccccc1 → -29% | -15% | 0%
Record of O=C(CO/N=C/c1c(Cl)cccc1Cl)NNC(=O)c1cccc(Cl)c1 → -13% | -29% | -1%
Record of O=C(C1CCC(CNc2c(N3CCCCC3)c(=O)c2=O)CC1)N1CCN(C2CCCCC2)CC1 (configuration not stated) → 0% | 9% | -2%

Back to the main list, starting two compounds before the break.
SMILES | TDP1 cell CPT | DT40 TDP1 no CPT | TDP1 inh
C1CCCCCC2(CCCCC1)OCC(CN1CCOCC1)O2 (configuration not stated) | ? | 23µM* | 4%
COc1ccc(/C=N/N2CCOCC2)cc1Cn1nc(C)c([N+](=O)[O-])c1C | -20% | ? | 5%
COc1ccc2c(c1)cc1n2CCN=C1NCCO | 7% | -14% | -1%
CC(C)c1nc(SCC(=O)N2CCCC2)c2c(=O)n(C)c(=O)n(C)c2n1 | ? | -45% | /
CCn1c(CN2CCC(C)CC2)nc2cc(S(=O)(=O)N3CCCCC3)ccc21 | ? | 13µM* | /
Cc1cccc(OC(=O)c2nc(SCc3ccccc3F)ncc2Cl)c1 | -3% | -15% | -5%
COc1ccc(OC)c(NC(=O)C2CCCN(S(=O)(=O)c3c(C)noc3C)C2)c1 (configuration not stated) | -22% | ? | -3%
CCOc1ccc(/C=N/NC(=S)Nc2c(C)cccc2C)cc1 | 21µM* | 21µM* | 6%
CC(C)C1COC(c2cccn2Cc2ccccc2Cl)=N1 (configuration not stated) | ? | ? | 0%
O=C(CSc1nnnn1-c1ccc(O)cc1)Nc1cccc(S(=O)(=O)N2CCCC2)c1 | ? | ? | -2%
Cc1ccc(SCCC(=O)Nc2ccccc2C(=O)NC(C)C)cc1 | -10% | ? | -1%
COc1ccc(CNC(=O)/C=C/C(=O)O)cc1OC | 2% | -4% | 3%
O=C(COC(=O)COc1cccc(C(F)(F)F)c1)NC1CCS(=O)(=O)C1 (configuration not stated) | -2% | -5% | /
c1ccc(C(NCCNC(c2ccccc2)c2ccccc2)c2ccccc2)cc1 | ? | 21µM* | 10%&3%
CC(C)(C)n1nc2c(c1NC(=O)CCCc1ccccc1)CS(=O)C2 (configuration not stated) | -2% | -11% | 4%
Cc1ccc2cccc(NC(=S)NC(=O)c3ccnn3C)c2n1 | ? | ? | -2%[56.1 µM]
Cc1ccc(N2C(=O)c3ccc(C(=O)N4CCN(Cc5ccccc5)CC4)cc3C2=O)cc1 | -4% | -5% | 1%
CCN(CC(=O)NCc1cccs1)C(=O)CN(C)S(=O)(=O)c1ccc(C)cc1 | -18% | -18% | /
COc1ccc(CNC(=O)CCCn2nc(C)n3ccnc3c2=O)cc1 | -17% | -6% | /
Oc1ccc(Cl)cc1CNCc1ccc(Cl)nc1 | 0% | -3% | 0%
O[C@@H]1CN(Cc2ccc(-n3cccn3)cc2)CC[C@H]1N1CCN(c2ccccc2F)CC1 | 13µM* | 3.7µM* | /
COc1ccc(CCNC(=O)c2cc(S(=O)(=O)N3CCCCC3)c[nH]2)cc1OC | -21% | -8% | /
CCc1c(O)cc2n(c1=O)-c1ccccc1C2(C)C | -13% | -23% | 0%
Cc1ccc(C)c(NC(=O)CSc2nc(-c3ccccc3Cl)nc3c2Cc2c(CO)cnc(C)c2O3)c1 | -21% | -22% | 5%
C#CC[N+]1(CC#Cc2ccc(C)cc2)CCCCC1 | 2.3µM* | 3.3µM* | 3%
CC12C(=O)N(c3ccccn3)C(=O)C1C1C=CC2C1 (configuration not stated) | -16% | ? | 2%
CCN1CCN(C(=O)c2cc(COc3ccc(F)cc3F)on2)[C@@H](C)C1=O | -41% | 16µM* | 2%

Next results follow:
SMILES | TDP1 cell CPT | DT40 TDP1 no CPT | TDP1 inh
O=C(c1cc(C2CC2)nn1-c1ccccc1)N1CCN(S(=O)(=O)c2ccc(F)cc2)CC1 | -20% | ? | /
CC(C(=O)Nc1cc(C(F)(F)F)ccc1N1CCOCC1)N1C(=O)C2CCCCC2C1=O (configuration not stated) | -4% | 17% | 0%
CCN(Cc1ccc(C#CCCO)cc1)CC1CCCN(CCc2cccc(OC)c2)C1 (configuration not stated) | ? | 21µM* | /
COc1ccc(/C=C/C(=O)c2ccoc2)cc1 | ? | ? | 1%
CCOc1ccccc1NC(=O)Cn1c(=O)n(Cc2ccco2)c(=O)c2sc3ccccc3c21 | -28% | ? | 4%
Cn1c(=O)n(C)c2cc(S(=O)(=O)Nc3ccccc3C(=O)O)ccc21 | 0%&10% | 1%&0% | ?
CCOC(=O)N1CCN(S(=O)(=O)c2ccc3[nH]c(=O)sc3c2)CC1 | -15% | -25% | 4%
CCS(=O)(=O)N1CCC(C(=O)NCc2ccco2)CC1 | -1% | -8% | -4%
O=C(NCC1(N2CCOCC2)CCCC1)c1cnn(-c2nccc(-c3cccs3)n2)c1C1CC1 | -2%[9.04 µM] | -10% | /
O=C(CNC(=O)c1cccc(Br)c1)N/N=C/c1cccnc1 | -9% | 0% | -1%
CC(=O)c1cccc(NC(=O)C(C)OC(=O)c2ccc3ncsc3c2)c1 (configuration not stated) | -6% | ? | 0%
O=C(O)CC(C(=O)O)N1C(=O)/C(=C/C=C/c2ccco2)SC1=S (configuration not stated) | -30% | -3% | /
Cn1nccc1C(=O)Oc1ccc(/C=N/NC(=O)c2ccccc2O)cc1 | 1% | -19% | 3%
COc1cc(OC)cc(N(C(=O)c2ccco2)C(C(=O)NC2CCCC2)c2ccc(N3CCOCC3)cc2)c1 (configuration not stated) | 2% | -8% | 10%
COC(=O)CNC(=O)C1CCN(S(=O)(=O)c2cnc[nH]2)CC1 | 1% | 10% | 1%
CC(=O)NC(Cc1cccc(C)c1)C(=O)NC1CCN(S(=O)(=O)c2ccccc2)CC1 (configuration not stated) | 11% | -2% | /
CCN1CCN(c2cc(C)c3cc(NC(=S)N(C)Cc4ccccc4)ccc3n2)CC1 | ? | ? | /
COc1cc(/C=C(\C#N)C(=O)NCC2CCCO2)cc(OC)c1OC (configuration not stated) | 7% | ? | 9%
COc1ccccc1CNS(=O)(=O)c1ccc(-n2cccn2)cc1 | 26µM* | ? | 3%
C=CCn1c(SCC(=O)N2CCCCC2)nnc1-c1ccncc1 | 3% | -22% | 0%
COc1ccc(OC)c(CN2CCN(C(=O)c3ccc(F)cc3)CC2)c1 | -2% | -2% | /
COCCCNC(=O)c1cc(Sc2nnc(C)s2)nc2ccccc12 | -29% | -27% | /
COc1ccc(OC)c(Cc2nnc(CCC(=O)N3CCCCC3c3nccs3)o2)c1 (configuration not stated) | -20% | -8% | 8%
CCCCC1=CC2=C(c3ccco3)C(=O)C(C)(OC(=O)c3ccc(OC)cc3)C(=O)C2=CN1C1CCCCC1 (configuration not stated) | 4.6µM* | 4.6µM* | 5%[21 µM]
Cc1ccc(CN2CC(C(=O)N(Cc3nnc(-c4ccccc4Cl)o3)C3CC3)CC2=O)cc1 (configuration not stated) | -21% | -26% | 0%

(list continues)
SMILES | TDP1 cell CPT | DT40 TDP1 no CPT | TDP1 inh
S=C(NN=C(c1ccccc1)c1ccccn1)N(Cc1ccccn1)Cc1ccccn1 | 0.15µM* | 0.15µM* | /
COc1ccc(C2=NOC(c3nnc(-c4ccccc4)o3)C2)cc1 (configuration not stated) | 4% | -1% | /
CC(=O)Nc1ccc(S(=O)(=O)NC2Cc3ccccc3C2)cc1 | ? | ? | /
CC(O)(COc1ccccc1)c1ccc2c(c1)CN(Cc1ccccn1)CCO2 (configuration not stated) | -1%[9.04 µM] | -20% | /
CC(/C=N/NC(=O)NC1CCCCC1)=C\c1ccccc1 | 21µM* | 21µM* | 4%
COc1ccc(CCNC(=O)CSc2nnc(-c3ccc(C)cc3)c(-c3ccc(C)cc3)n2)cc1OC | ? | 16µM* | 13%
O=C(N/N=C/c1cn(CC(=O)N2CCOCC2)c2ccccc12)c1cccnc1 | 6% | -2% | /
CC(=O)Nc1ccc(S(=O)(=O)NCC(C)NS(=O)(=O)c2ccc(NC(C)=O)cc2)cc1 (configuration not stated) | -11% | -1% | 1%
CCOc1ccc(/C=C2\CCC(C3CCCC3)C2=O)cc1OC (configuration not stated) | ? | ? | /
CCOC(=O)N1CCN(C(=O)CSCC(=O)Nc2nc(-c3ccc(C)cc3)cs2)CC1 | 16µM* | 12µM* | 10%
CS(=O)(=O)N1CCc2cc(C(=O)N3CCCCC3)ccc21 | 8% | -26% | 2%
CCC(=O)N1CCc2cc(Br)cc(S(=O)(=O)N3CCCCC3CC)c21 (configuration not stated) | ? | 21µM* | 3%
CCC(=O)Nc1cccc(-c2cn3ccsc3n2)c1 | -18% | -20% | 0%
O=C(C1CCN(S(=O)(=O)c2cccc3nsnc23)CC1)N1CCc2ccccc2C1 | ? | ? | 4%
O=C(c1ccc(-n2nc(C(F)(F)F)c3c2CCCC3)cc1)N1CCOCC1 | ? | ? | -1%
C[C@H](O)[C@@H]1CN2CCc3c([nH]c4ccccc34)[C@@H]2C[C@@H]1N(C)Cc1cc(Cl)cc(Cl)c1 | ? | 23µM* | /
